Screens as filed in PubChem.
DAX1 inh-1 = NR0B1 (DAX1) inhibition; HEK293 Gal4-DAX1 luciferase reporter, luminescence; inhibition, % at 6.75 µM; 340,000 compounds, 0.99% hits; AID 504766;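 active = inhibition above the mean over all tested compounds plus 3 SD, cut at about 4.2% in these data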;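 note: 0% = DAX1-transfected cells with DMSO and 100% = empty-vector control cells with DMSO; inhibition shows as a rise in luminescence from relieved DAX1 repression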
Target sequence (P51843 207-470 limits assumed): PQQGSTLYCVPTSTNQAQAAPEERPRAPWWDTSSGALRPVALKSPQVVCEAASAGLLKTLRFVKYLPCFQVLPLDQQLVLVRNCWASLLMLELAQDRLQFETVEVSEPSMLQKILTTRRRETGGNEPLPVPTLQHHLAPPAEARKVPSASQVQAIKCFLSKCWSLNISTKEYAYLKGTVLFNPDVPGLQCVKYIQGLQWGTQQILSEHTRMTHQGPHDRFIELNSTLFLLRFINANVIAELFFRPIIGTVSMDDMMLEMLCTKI
SMARCA2 activ = increases SMARCA2 function in MMTV reporter cells | AID 652017 | activation, % at 9.1 µM | 370,000 compounds, 1% hits | MG213 cells, MMTV-luciferase reporter, dexamethasone, overnight; in the data active = activation above about 7.8%;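 note: 0% = vehicle wells and 100% = reference activator wells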
proKLK7 act = activates the human kallikrein-7 zymogen; purified proKLK7, EDANS-DABCYL substrate fluorescence; 100% is mature enzyme control, 0% vehicle; activation, % at 7 µM; 370,000 compounds, 0.9% hits; AID 652039;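 active = activation above the mean of all tested compounds plus 3 SD, computed per campaign excluding outliers beyond control limits, cut at about 13% in these data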
Target sequence (P49862 whole entry, looked up): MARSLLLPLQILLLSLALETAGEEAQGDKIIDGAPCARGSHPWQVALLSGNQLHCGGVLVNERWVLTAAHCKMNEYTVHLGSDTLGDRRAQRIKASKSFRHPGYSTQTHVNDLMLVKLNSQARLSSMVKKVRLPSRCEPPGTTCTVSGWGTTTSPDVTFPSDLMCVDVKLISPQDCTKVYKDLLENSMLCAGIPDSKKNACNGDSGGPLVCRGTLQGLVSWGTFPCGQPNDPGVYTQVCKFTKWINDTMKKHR
GC-A act = GC-A (human) enzyme activation; P16066; HEK293 GC-A cells, cGMP TR-FRET, EC30 ANP; 0% at EC30 ANP, 100% saturating ANP; 370,000 compounds, 0.14% hits; activation, % at 10 µM; AID 1671463; in the data active = activation above about 40%
DAX1 inh-2 = inhibitors of DAX1 repression of SF-1 activated StAR promoter; AID 652010; inhibition, % at 6.8 µM; 370,000 compounds, 1.1% hits; HEK293T StAR-luciferase reporter, SF-1/DAX-1 repression relief;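 active = inhibition above the mean over all tested compounds plus 3 SD, cut at about 3.6% in these data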;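 note: 0% = DAX-1 cells with DMSO and 100% = cells lacking DAX-1 with DMSO; higher inhibition means more luminescence from relief of DAX-1 repression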
hcDAF-12 act = activators of H. contortus DAF-12 nuclear receptor. HEK293 hcDAF-12 lit1-tk-luc reporter, luminescence; 0% DMSO, 100% Δ7-dafachronic acid. 370,000 compounds, 1.4% hits. activation, % at 6.8 µM. AID 652067;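 active = activation above the mean of all tested compounds plus 3 SD, cut at about 5.5% in these data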;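 note: 100% = response to 3 µM Δ7-dafachronic acid high control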
NPR2 activator = GC-B (human) receptor activation; AID 1920062; 370,000 compounds, 0.11% hits; activation, % at 10 µM; P20594; HEK293-GC-B cells, CNP EC30, cGMP TR-FRET; 0% at EC30 CNP, 100% saturating CNP;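 active = activation at 10 µM reaching about 35% in either raw or pattern-adjusted values, limit read from the data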
HGIII-sPLA2 inh = Inhibits HGIII-sPLA2 liposome hydrolysis, primary screen; Q9NZ20; QFRET BODIPY PC-A2 liposome hydrolysis, fluorescence; inhibition, % at 12.2 µM; 370,000 compounds, 0.56% hits; AID 743126;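 active = inhibition above mean plus 3 SD of compounds lying within the high and low control bounds, cut at about 19% in these data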;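 note: 0% = median of test compound wells and 100% = no enzyme DMSO wells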
Target sequence (Q9NZ20 whole entry, looked up): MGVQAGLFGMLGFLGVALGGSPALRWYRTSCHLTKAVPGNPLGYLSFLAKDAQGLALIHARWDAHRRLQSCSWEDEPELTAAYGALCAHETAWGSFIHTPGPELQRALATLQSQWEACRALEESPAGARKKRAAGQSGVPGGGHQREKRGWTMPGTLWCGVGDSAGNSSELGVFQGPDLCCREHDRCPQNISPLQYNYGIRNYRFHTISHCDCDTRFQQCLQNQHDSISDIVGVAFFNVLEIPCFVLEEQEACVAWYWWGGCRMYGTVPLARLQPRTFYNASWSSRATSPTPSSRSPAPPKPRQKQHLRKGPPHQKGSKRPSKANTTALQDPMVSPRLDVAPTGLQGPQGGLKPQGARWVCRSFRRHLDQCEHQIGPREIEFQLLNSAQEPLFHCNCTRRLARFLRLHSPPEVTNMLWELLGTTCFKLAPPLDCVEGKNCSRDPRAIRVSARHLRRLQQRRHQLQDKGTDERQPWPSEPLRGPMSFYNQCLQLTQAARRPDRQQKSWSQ
ssDAF12 agonist = activators of S. stercoralis DAF-12 nuclear receptor; HEK293 ssDAF-12/GRIP1 lit1-tk-luc reporter, luminescence; % of 3 µM dafachronic acid response; activation, % at 6.8 µM; 370,000 compounds, 1% hits;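 active = activation above the mean over all tested compounds plus 3 SD, cut at about 0.9% in these data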;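 note: 0% = DMSO-only wells and 100% = 3 µM delta7-dafachronic acid wells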
GAA850 FXN act = activators of GAA850 frataxin (FXN) promoter. activation, % at 6 µM. HEK293 lucGAA850 FXN promoter luciferase reporter, 24 h; percent of 10 µM SAHA response. 360,000 compounds, 0.56% hits;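 active = activation above the average of all compounds screened plus 3 SD, cutoff fixed separately per campaign, cut at about 7.5% in these data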;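 note: 0% = DMSO wells and 100% = 10 µM SAHA wells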
hgDAF12 agonist = agonists of H. glycines DAF-12 nuclear receptor | AID 687014 | 370,000 compounds, 1.8% hits | HEK293 GAL4-hgDAF12 UAS-luciferase reporter, agonist luminescence; normalized to butyrate control | activation, % at 6.8 µM;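 active = activation above a cutoff set at the mean of all screened compounds plus 3 SD, cut at about 10% in these data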;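 note: 0% = DMSO wells and 100% = sodium butyrate wells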
The depositor's hits bear a star; . = no result given.

structure	hgDAF12 agonist	NPR2 activator	GC-A act	DAX1 inh-2	HGIII-sPLA2 inh	DAX1 inh-1	SMARCA2 activ	hcDAF-12 act	ssDAF12 agonist	GAA850 FXN act	proKLK7 act
Cc1ccc(N(C(=O)CNC(=O)c2ccco2)C(C(=O)NC2CCCC2)c2cccnc2)c(C)c1 (stereo unspecified)	0.2	3	-1	0.3	3	0.6	0	0.6	-1.6	-0.4	0.2
COCCn1nnnc1C(CC(C)C)N1CCN(C(=O)c2ccco2)CC1 (stereo unspecified)	-1.6	3	-1	-0.4	-2	-0.9	2	-1.4	-1.2	-0.5	0.3
CC(=O)c1cc2c(cc1NC(=O)CSc1ncccn1)OCO2	0.0	-4	0	0.3	4	1.9	-3	-1.0	-1.4	2.7	1.2
O=C(CCn1c(=O)sc2ccccc21)Nc1nccs1	6.1	-8	-3	1.2	4	1.2	8.3*	2.3	-0.3	6.5	1.0
COC(=O)CSC1=C(C#N)C(c2ccccc2F)CC(=O)N1 (stereo unspecified)	-0.4	2	3	-0.8	4	-0.2	-3	0.3	-1.1	0.3	0.4
Cc1ccccc1C(=O)N1CCN(c2ncnc3c2cnn3-c2ccccc2)CC1	-1.6	1	3	-1.1	8	-3.4	-1	-1.7	-1.4	-3.0	-0.4
COc1ccc(-n2nc3c(c2NC(=O)c2cc4ccccc4o2)CS(=O)(=O)C3)cc1	0.5	-4	-3	-0.6	-8	-0.5	-2	0.0	-0.9	1.1	-0.3
CC(=O)Nc1cccc(Nc2ccc(C#N)cc2)c1	1.4	1	-8	-1.1	9	.	-4	0.1	-0.4	.	-0.9
CN(C)c1cccc(-c2cnc(N3CCC(C(N)=O)CC3)s2)c1	17*	-6	-3	.	9	.	.	6.7*	1.8*	.	.
Cc1oc(-c2cccs2)cc1C(=O)N1CCCC(C)(C(=O)O)C1 (stereo unspecified)	1.4	4	-2	1.5	-7	.	1	1.8	-1.3	-2.2	0.1
CC1(C)C2CC=C(/C=N/NC(=S)Nc3cccnc3)C1C2 (stereo unspecified)	-4.1	1	0	-0.3	12	0.3	-1	0.7	1.0*	0.2	-0.1
COc1ccc(CNC(=O)C2CCN(S(=O)(=O)N3CCCCC3)CC2)c(OC)c1	-0.9	-2	0	-0.1	-2	0.7	-1	-1.5	-0.4	2.0	0.1
COc1ccc(CCN2C(=O)CN(Cc3ccccc3)CC2=O)cc1OC	0.1	2	0	-1.1	0	-1.5	-4	-1.7	-1.6	0.7	0.5
CC(C)(C)c1ccc(OCC(=O)NCCN2CCOCC2)cc1	3.1	-2	-1	-0.3	1	-0.2	-2	-0.8	-1.2	-1.3	-0.6
CC(Nc1c[nH]c(=O)[nH]c1=O)c1ccccc1 (stereo unspecified)	-0.2	2	-1	0.6	2	0.1	-2	1.7	-1.2	-0.6	-0.3
Cc1cc(C)cc(Cn2cc(CN3CC(N4CCN(C)CC4)CS3(=O)=O)nn2)c1 (stereo unspecified)	0.2	4	-1	0.3	8	.	-3	1.5	-1.4	.	-1.0
COc1ccc(C(=O)/C=C(\Nc2ccc(F)cc2)c2ccc(OC)cc2OC)c(OC)c1	-2.1	-2	0	-0.2	-14	.	-1	0.2	-1.7	.	-0.5
CC(C)C[C@@H](CSc1ccc(Br)cc1)N1CCN(C)CCC1=O	5.1	-9	-2	2.0	-3	-0.1	8.2*	2.7	-0.2	4.5	-0.4
O=C(/C=C/Nc1ccc(F)c(Cl)c1)c1ccccc1	5.7	-6	1	2.3	-8	2.4	9.3*	6.3*	-0.1	4.8	0.5
CCC(C)(C)NC(=O)Cc1ccc(F)cc1	-1.8	5	4	0.0	2	.	-2	-0.5	-1.1	-0.2	0.4
CSc1cccc(NC(=O)N2CCc3ccc(NC(=O)c4ccccn4)cc3C2)c1	3.1	5	4	-1.2	-16	0.9	2	-1.7	-1.7	1.7	0.3
CCOC(=O)c1cc(OC(=O)c2ccccc2)n(-c2ccccc2)n1	0.6	1	-6	0.1	2	0.0	0	-0.7	-1.5	-1.1	0.3
Cc1cc(-c2ccc(Cl)cc2)c2cnn(C(C)C)c2n1	1.1	4	8	0.9	2	-1.6	-2	0.3	-0.8	1.8	-0.8
Cc1cc(NC(=O)CSc2nc(N)c(NC(=O)c3ccccc3)c(=O)[nH]2)no1	3.1	-1	1	0.7	-3	-1.2	0	2.5	-1.7	1.9	0.4
O=C(c1ccc2c(=O)n3c(nc2c1)CCCCC3)N1CCN(c2ccccc2)CC1	-3.7	-1	-9	-0.1	-7	-1.5	-2	1.3	-1.2	-0.1	0.9
CCC(C)c1ccc(NS(=O)(=O)c2c(C)[nH]c(=O)[nH]c2=O)cc1 (stereo unspecified)	1.5	2	-2	0.3	-7	0.8	0	0.5	-1.2	1.6	-0.1
O=C(Nc1ccc(N2CCN(C(=O)c3ccco3)CC2)cc1)c1ccc(F)cc1	-2.1	.	.	-1.0	-1	-0.5	-2	-1.4	-1.4	-1.4	-0.1
Cn1c(N2CCN(S(=O)(=O)c3ccc(F)cc3)CC2)nc2ccccc21	-3.0	3	-1	1.1	-3	0.6	-4	0.8	-1.1	-0.3	-0.3
O=C(CSc1nc(-c2ccccc2)c(-c2ccccc2)o1)Nc1nnc(-c2ccccc2)s1	0.6	-7	-6	-0.5	7	1.4	-3	0.6	-0.8	1.2	-0.4
COC(=O)CN1C(=O)COc2ccc(S(=O)(=O)N3CCOCC3)cc21	-0.9	4	-4	-0.2	2	0.3	0	-1.2	-1.2	-2.6	0.0
COc1ccccc1CCC(=O)Nc1cc(S(=O)(=O)N2CCCCC2)ccc1N1CCN(C)CC1	-0.5	5	1	0.9	6	-1.4	-4	-1.3	-1.2	-2.0	0.4
Cn1cccc1-c1cc(C(=O)N/N=C/c2cccc(O)c2)[nH]n1	9.1	1	-3	0.0	-9	-0.9	3	1.3	-1.2	0.9	0.4
O=c1[nH][nH]c(C(F)(F)F)c1C=NCc1cccc(Cl)c1	-0.9	-4	-7	0.3	-6	-0.6	-2	-0.1	-0.8	-1.3	0.8
CN(Cc1ccccc1)C(=O)CN1C(=O)c2ccc([N+](=O)[O-])cc2C1=O	-1.3	-1	1	0.1	8	0.9	-1	-0.8	-1.4	-0.1	0.3
CC(NC(=O)C(Cc1ccccc1)=NO)c1ccccc1 (stereo unspecified)	4.1	1	1	0.7	-15	1.9	-4	-1.9	-1.4	-0.6	0.1
O=C1CN(C(=O)COc2ccccc2)c2ccccc2N1	-1.6	2	0	-0.9	9	0.2	-4	-2.4	-0.5	0.6	-0.8
CCCCN(CCCC)CCCNC(=O)Cn1cc(C)c(=O)[nH]c1=O	1.6	-6	0	1.0	6	.	-4	-1.1	-0.7	.	0.4
N#CC1(NC(=O)COC(=O)Cc2c[nH]c3ccccc23)CCCCC1	1.5	3	1	1.0	-70	0.1	-4	3.2	-0.1	-2.0	0.6
FC(F)(F)c1cc(-c2ccccc2)nc(N2CCCCCC2)n1	1.1	3	-3	-0.5	20*	-0.5	0	-1.1	-1.0	0.4	-0.2
Cc1c(C)c(C)c(S(=O)(=O)Nc2ccc3[nH]c(=O)[nH]c3c2)c(C)c1C	-2.0	1	-9	-0.6	-11	-1.4	-6	-1.8	-1.3	2.4	-0.1
Cc1nc2c(ncn2-c2ccccc2)c(=O)n1NC(=O)CN1CCCC1	-0.5	0	2	-0.2	2	8.4*	7	-2.3	-1.3	1.2	-1.1
Cc1cc(C)n(Cc2ccc(C(=O)Nc3cccc(Br)c3)o2)n1	-0.7	4	0	0.0	-22	-1.4	-2	-1.1	-1.7	2.1	0.6
Cc1cccc(Cc2nnc(CCC(=O)N3CCCC(CN4CCOCC4)C3)o2)c1 (stereo unspecified)	-3.0	6	0	-0.1	-1	-1.4	-4	-1.5	-0.8	1.9	-0.2
COC(=O)c1c(NC(=O)c2cccs2)sc2c1CCCC2	-0.2	-9	-8	0.0	2	0.1	1	1.3	-0.6	5.5	1.1
O=C(Nc1cccc(-c2csc(Nc3cccc(C(F)(F)F)c3)n2)c1)c1ccccc1	2.8	-7	-3	-0.2	5	-0.9	0	2.0	-0.4	-0.5	-0.7
O=C(C1CCN(S(=O)(=O)c2cccs2)CC1)N1CCN(c2ccccc2)CC1	-2.0	6	3	0.6	-2	-0.2	3	-1.2	-0.9	-1.0	-0.7
O=C(C1=C(O)C(=O)N(CCN2CCOCC2)C1c1ccccn1)c1cccs1 (stereo unspecified)	3.1	3	1	0.8	10	0.4	-3	-0.2	-0.8	0.0	0.4
O=C(Nc1nncs1)c1c(F)c(F)c(F)c(F)c1F	-2.4	1	-2	0.1	3	-0.7	-4	-1.2	-0.7	-2.3	-0.1
CC(C)Oc1ccc(CCc2nnc(SCC(=O)O)n2-c2ccccc2)cc1	1.8	4	3	0.2	0	-0.4	4	0.5	-0.9	0.4	0.3
CCCN1CCS(=O)(=O)N(Cc2cn(Cc3ccc(OC)cc3)nn2)C(C(=O)OC)C1 (stereo unspecified)	1.4	-1	0	0.8	3	.	-1	-0.3	-0.6	.	0.2
CCCN(CCC)S(=O)(=O)c1ccc(NS(=O)(=O)c2ccc(F)cc2)cc1	-2.6	1	-8	-0.4	-48	0.4	-3	-1.0	-1.6	0.2	0.5
CC(=O)c1cccc(Nc2nc(-c3cccc([N+](=O)[O-])c3)cs2)c1	5.9	10	8	-0.8	4	0.8	5	-0.2	-0.3	8.0*	0.3
CC(C)N(CCCNC(=O)c1ccc(CS(=O)(=O)c2c(Cl)cccc2Cl)o1)Cc1ccccc1	1.8	3	1	0.3	-31	1.0	0	-1.0	-1.0	1.6	0.2
CC(C)(C)c1nc(NCC2CCCO2)c2nnn(Cc3ccccc3)c2n1 (stereo unspecified)	-0.9	10	5	0.0	4	2.1	-4	0.1	-1.6	3.6	0.2
CC(Oc1ccc(Cl)cc1)C(=O)NNC(=S)NC(=O)c1ccco1 (stereo unspecified)	-1.1	2	0	-1.5	28*	-1.3	-3	-1.3	-1.2	-0.1	-0.1
O=S(=O)(c1ccc(F)cc1)N1CCC2(CC1)OCCO2	-2.5	2	2	0.0	1	1.1	0	-0.4	-1.1	0.5	-0.5
C/C(=N\NC(=O)c1cccc(C)c1)c1ccc(N2CCOCC2)cc1	2.8	-1	5	0.9	8	0.9	0	-1.0	-1.4	2.8	-0.2
CC(C)[C@H](NC(=O)c1ccco1)C(=O)OCC(=O)N(C)c1ccccc1	1.3	3	-2	-0.3	3	1.1	-2	-1.8	-2.1	1.6	0.4
COc1ccc(C(=O)N2CCCC(c3nc(-c4cccs4)no3)C2)cc1 (stereo unspecified)	-1.1	3	-2	-0.8	-4	-0.6	-1	-0.6	-1.5	-1.0	0.2
